Source: PubChem (Sanford-Burnham Center for Chemical Genomics)
CendR NRP1 mod: alters CendR peptide binding to human NRP-1 | O14786 | FAM-RPARPAR peptide binding to NRP-1, fluorescence polarization | inhibition, % at 25 µM | 360,000 compounds, 0.85% hits | AID 602438;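 active = inhibition or corrected inhibition above about 18%, plus a signal ratio from 0.5 to 1.5, limit read from the data, passing the limit was not always enough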; note: strong numbers were not always called active
Target sequence (O14786 whole entry, looked up): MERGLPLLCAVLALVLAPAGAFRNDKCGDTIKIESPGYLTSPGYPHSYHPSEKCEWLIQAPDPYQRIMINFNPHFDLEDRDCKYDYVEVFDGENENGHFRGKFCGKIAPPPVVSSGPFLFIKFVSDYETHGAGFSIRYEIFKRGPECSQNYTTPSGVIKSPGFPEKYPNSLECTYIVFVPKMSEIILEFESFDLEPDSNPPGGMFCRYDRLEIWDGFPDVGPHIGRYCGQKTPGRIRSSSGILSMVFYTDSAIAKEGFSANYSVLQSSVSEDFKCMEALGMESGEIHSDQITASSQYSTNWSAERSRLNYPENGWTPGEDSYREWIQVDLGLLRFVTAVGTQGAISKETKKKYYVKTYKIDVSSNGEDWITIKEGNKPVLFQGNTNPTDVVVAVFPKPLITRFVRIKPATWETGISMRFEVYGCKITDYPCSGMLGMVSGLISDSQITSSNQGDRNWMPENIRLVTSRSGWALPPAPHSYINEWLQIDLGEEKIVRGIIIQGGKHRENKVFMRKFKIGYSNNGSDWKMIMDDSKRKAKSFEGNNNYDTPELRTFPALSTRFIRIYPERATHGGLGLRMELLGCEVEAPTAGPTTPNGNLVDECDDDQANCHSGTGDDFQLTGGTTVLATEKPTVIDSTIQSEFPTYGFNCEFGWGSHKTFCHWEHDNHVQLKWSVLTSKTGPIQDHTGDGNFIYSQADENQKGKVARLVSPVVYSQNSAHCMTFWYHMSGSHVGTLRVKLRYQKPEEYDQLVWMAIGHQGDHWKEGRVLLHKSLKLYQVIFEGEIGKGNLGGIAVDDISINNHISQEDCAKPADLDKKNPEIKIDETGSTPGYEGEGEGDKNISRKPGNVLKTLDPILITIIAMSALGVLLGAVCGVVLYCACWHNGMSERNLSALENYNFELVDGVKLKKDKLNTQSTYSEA
SKN-1 block: C. elegans SKN-1 inhibition; C. elegans VP596 Pgst-4::GFP/RFP ratio, acrylamide-induced, 24 h; 360,000 compounds, 0.49% hits; inhibition, % at 21.8 µM;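 active = interference check ratio from 0.5 to 1.5 plus GFP to RFP signal ratio inhibition reaching or exceeding a fixed threshold, cut at about 30% in these data, passing the limit was not always enough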; note: some compounds called inactive have numbers as strong as hits
LMPTP block: LMPTP (human) inhibition; P24666; recombinant LMPTP-A, OMFP fluorogenic substrate, fluorescence intensity; inhibition, % at 20 µM; 360,000 compounds, 0.22% hits; AID 651560;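 active = compounds that cut the enzyme signal by at least half of the control window in the single-dose screen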;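 note: plate controls were DMSO wells with enzyme plus substrate for no effect and substrate without enzyme for full effect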
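Buffer or medium: Bis-Tris pH 6.0, DTT, detergent; Assay system: LMPTP-A enzyme; Quantity: 0.625 nM enzyme; Detection: endpoint fluorescence intensity; Times: 50 min dark incubation at room temperature; Controls: substrate-only low control, DMSO enzyme-plus-substrate high control; Doses: single 20 µM dose; Read-out: percent inhibition versus substrate-only and uninhibited controls; Reagent: 400 µM OMFP.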
SUMO1 PPI mod: alters human SUMO1 binding to SIM partners; P63165; SUMO1 binding to a labelled peptide, TR-FRET, 1 h; inhibition, % at 20 µM; 360,000 compounds, 0.33% hits; in the data active = inhibition above about 37%
Target sequence (P63165 whole entry, looked up): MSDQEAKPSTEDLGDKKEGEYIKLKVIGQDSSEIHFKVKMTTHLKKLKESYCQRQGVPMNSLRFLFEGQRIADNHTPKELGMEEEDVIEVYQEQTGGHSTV
Rpn11 inh: Rpn11 (human) deubiquitinase inhibition. O00487. human 26S proteasome, Ub4-pepOG fluorescence polarization; 20S core pre-blocked with epoxomicin. calls only at 20 µM. 360,000 compounds, 0.59% hits. AID 588493;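 active = inhibition at 20 µM, scaled to each plate's controls, above about 33%, limit read from the data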
MT1-MMP act inh: MT1-MMP (human) activation inhibition; HT1080 RFP-PRO-GFP cells, GFP/RFP ratio fluorescence, overnight; percent of plate control window, DMSO zero; GFP/RFP ratio change, % at 20 µM; 360,000 compounds, 0.061% hits; AID 651647;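 active = GFP/RFP ratio change of at least 30% with cell ATP level not reduced by more than half and red fluorescence within 50% of control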; note: strong numbers were not always called active
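Compound: 20 µM single dose, 1% DMSO / System: HT1080 RFP-PRO-GFP cells / Controls: DMSO and RFP-L50D-GFP cell wells / Read-out basis: GFP/RFP fluorescence ratio / Schedule: overnight compound exposure at 37 °C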
NadD inh: inhibitors of Staphylococcus aureus NadD | purified NadD enzyme, colorimetric absorbance read-out | inhibition, % at 20 µM | 360,000 compounds, 0.78% hits | AID 602399; in the data active = inhibition above about 26%; note: some compounds past the cut are filed as inactive
Scp-1 inhibitor: inhibitors of human Scp-1 phosphatase; Q9GZU7; Recombinant Scp1, phosphopeptide, malachite green phosphate absorbance; inhibition, % at 20 µM; 340,000 compounds, 0.88% hits; AID 493091;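 active = inhibition above about 50% at 20 µM, limit read from the data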;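 note: plate controls were DMSO wells with enzyme for no effect and wells lacking enzyme for full effect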
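System: truncated SCP-1 phosphatase (76-261aa); medium: Tris acetate buffer pH 5.5 with MgCl2 and Tween-20; incubation: 45 min room-temperature reaction, 5 min colour, 30 min stabiliser; compound: single 20 µM dose, 1% DMSO; reagent: Phosphorylated 17-residue peptide substrate; read-out: % inhibition at 20 µM; technique: colorimetric free-phosphate detection, absorbance 630 nm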
DNMT1 block: blocks human DNA methyltransferase DNMT1; inhibition (reported as % activation of signal), % at 10 µM; DNMT1 molecular beacon, Hinp1I cleavage, fluorescence; P26358; 360,000 compounds, 0.83% hits; AID 588458; in the data active = inhibition above about 50%
STEP inh: inhibitors of human striatal-enriched phosphatase STEP; recombinant STEP, OMFP fluorogenic substrate, fluorescence; inhibition, % at 20 µM; 360,000 compounds, 0.25% hits;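 active = inhibition at 20 µM, scaled per plate between control wells, above about 37%, limit read from the data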;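 note: 0% = DMSO with enzyme and substrate and 100% = substrate only without enzyme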
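Also added – OMFP at 25 µM · Test system – STEP tyrosine phosphatase · Technique – FITC-channel fluorescence of OMFP product · Schedule – 20 min at room temperature, dark · Evaluation – control-normalized % inhibition with plate pattern correction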
An asterisk follows results filed as active; i = inactive; . = no result given; + = active, no number; & = joins results of further samples.

SMILES	CendR NRP1 mod	SKN-1 block	LMPTP block	SUMO1 PPI mod	Rpn11 inh	MT1-MMP act inh	NadD inh	Scp-1 inhibitor	DNMT1 block	STEP inh
C=CCc1ccccc1OCC(O)CN1CCN(Cc2ccc3c(c2)OCO3)CC1 (stereo not given)	-7&20	10&7	-0.7&-1.2	-4&-4	i	7&2	-2&-4	-15&-6	-9&-2	1&0
CCC(=O)Nc1cccc(C2=NOC3(C2)C[C@@H](C(N)=O)N(C(=O)C(c2ccccc2)c2ccccc2)C3)c1 (stereo not given in full)	11	-3	-0.3	1	i	-2	8	0	5	-3
COc1cccc(NC(=O)CCCCCN2C(=O)[C@@H]3Cc4ccccc4CN3C2=O)c1	-3	-2	-1.5	3	i	3	-6	-5	1	-1
CCOC(=O)CSc1n[nH]c(NC(=O)NC(C)C)n1	-8	-1	0.6	0	i	2	-1	-4	-1	0
O=[N+]([O-])c1ccc(Cc2ccc([N+](=O)[O-])cc2)cc1	-3	-7	0.6	-23	i	3	-4	5	3	3
Cc1cc(C(=O)N/N=C/c2c(C)[nH]c3ccccc23)n[nH]1	-7	5	0.2	3	i	2	0	-7	4	1
CCOc1ccc(N=Nc2c(N)[nH][nH]c2=O)cc1	-8	-6	2.3	-23	i	10	-4	-5	-9	-4
CCNc1ccc(C(=O)OCC)cc1NC(=O)c1cc(S(=O)(=O)N2CCOCC2)ccc1C	0	-3	-0.1	-5	i	1	3	1	7	0
COc1ccc(C(=O)N=c2sc3ccccc3n2C)cc1OC	-20	-1	0.9	0	i	3	2	2	-7	2
COCCCN(C(=O)c1cc(Cl)nc2ccccc12)c1c(N)n(Cc2ccccc2)c(=O)[nH]c1=O	-9	-6	-0.4	7	i	-3	-3	-1	-1	-2
O=C(c1ccco1)N1CCN(c2nc(C3CC3)nc3c2nnn3Cc2ccccc2Cl)CC1	-2	9	5.1	8	i	-21	17	-2	-5	1
Nc1nonc1-n1nnc(C(=O)N/N=C/c2cccc(Cl)c2)c1CSc1ccc(Cl)cc1	-4	2	1.0	-1	i	7	11	-3	-1	0
O=C(COC(=O)Cc1ccc(F)cc1)NC(=O)c1ccccc1	0	29	-0.3	5	i	-3	-3	-5	2	1
Nc1nc(N)nc(-c2cccc(Cl)c2Cl)n1	3	11	-1.8	0	i	2	1	-6	6	3
OCCN1CCN(Cc2ccc3ccccc3c2)CC1	2	-2	-2.3	0	i	-3	-4	-6	-1	-1
COc1ccc(NC(C)=O)cc1NC(C)C(=O)Nc1cc(C(F)(F)F)ccc1N1CCOCC1 (stereo not given)	1	1	-1.7	2	i	-2	0	-10	-6	1
COc1ccc(NC2CC(=O)N(c3cc([N+](=O)[O-])ccc3C)C2=O)cc1 (stereo not given)	-2	-10	-0.7	-11	i	3	-5	-2	2	-4
COc1ccc(C(=O)N[C@H](C(=O)NCCCSc2ccccc2)C(C)C)cc1	-20	14	0.2	-2	i	-11	-4	7	-5	0
C/C(N)=C(/C#N)C(=O)CSc1nnc(-c2ccc(OC(F)F)cc2)o1	-7&-7	4&-2	1.7&-0.1	10&-1	i	1&-3	2&-3	13&11	5&6	-1&1
O=C(COc1ccc2ccccc2c1)Nc1ccc(Br)cc1C(=O)O	-11	8	0.3	0	i	-2	11	31	2	2
CCC(C)[C@H]1CN=C(N)N1CCCc1cc(OC)c(OC)c(OC)c1 (stereo not given in full)	10	-9	-1.2	5	i	7	-12	4	3	-1
COc1nc(N2CCOCC2)nc(C)c1[N+](=O)[O-]	6	-7	0.3	-2	i	3	3	8	2	0
Cc1noc(C)c1S(=O)(=O)N1CCC(C(=O)c2ccccc2)CC1	-4	-7	-0.1	3	i	-1	-7	-11	9	2
CCN(C[C@H]1N[C@@](Cc2ccccc2)(C(=O)OC)[C@H]2C(=O)N(C)C(=O)[C@@H]12)S(=O)(=O)c1ccc(OC(F)(F)F)cc1	6	13	0.2	1	i	2	0	-8	0	0
COc1ccc(NC(=O)CN(C)S(=O)(=O)c2cnc[nH]2)cc1OC	13	-5	-1.0	1	i	4	-4	0	0	-1
Cc1ccc2cc(CCNC(=O)CCCc3ccccc3)c(=O)[nH]c2c1	0	6	1.0	3	i	-9	-6	0	-2	0
Cc1cc(NS(=O)(=O)c2ccc(NC(=O)C(C(C)C)N3C(=O)c4ccccc4C3=O)cc2)nc(C)n1 (stereo not given)	1	11	-0.8	6	i	1	2	-4	-2	0
O=C(NC(=S)N1CCc2ccccc21)C1CCC1	-8	6	-0.7	2	i	2	-4	-6	-1	-4
O=C(Nc1nccs1)c1cccc(NC(=O)C2CC2)c1	-9	-3	-0.3	1	i	3	-2	-5	0	0
O=C(CCn1c(=O)c2cccn2c2ccc(F)cc21)NCc1cccc(F)c1	6	21	-0.3	0	i	-5	-3	-4	2	-2
CN(C(=O)c1ccccc1)C1c2c(ccc3ccccc23)OCC1CO (stereo not given)	-4	-5	0.6	1	i	2	-11	1	-1	-1
N#C/C(=C\c1ccc(O)c(O)c1)C(=O)NCc1ccccc1	-65	9	-1.0	-31	i	1	-1	-4	9	0
CC(=O)NC(CC(=O)NNC(=O)c1cc2ccccc2cc1O)c1ccccc1 (stereo not given)	-6	15	-0.6	-4	i	2	7	-11	1	2
COc1ccc(NC(=O)CCS(=O)(=O)c2ccc3c(c2)NC(=O)C(C)S3)cc1OC (stereo not given)	18	5	0.1	3	i	4	4	-5	4	-4
CC1CCC(=O)N(CCC#N)CC1 (stereo not given)	10	3	-0.5	-1	i	2	-2	-1	5	-3
O=C(NC1CCCCC1)C(C1CC1)n1c(=O)c(-c2cc3ccccc3[nH]2)nc2ccccc21 (stereo not given)	17	9	4.4	-9	.	-5	.	.	.	.
CC1(C)CC(NCc2ccncc2)CC(C)(C)N1	0	0	-1.6	4	i	-3	1	-2	-1	-2
CCN(CCCNC(=O)CN(C)S(=O)(=O)c1cccc2nsnc12)c1cccc(C)c1	0	7	0.1	-30	i	3	1	-2	-8	3
Cc1cccc(C)c1OCCOC(=O)c1n[nH]c2ccccc12	-15	-2	2.4	1	i	0	-3	-2	-6	-3
CCOc1ccc(NS(=O)(=O)c2cc(C(=O)NCCCN3CCOCC3)ccc2C)cc1	4	13	-8.6	-127	i	1	4	-11	-18	0
O=[N+]([O-])c1cc(S(=O)(=O)N2CCCC2)ccc1NN=C1CCCC1	-3	2	1.4	-27	i	0	-3	-5	10	0
CCN(C(=O)c1cn(CC)c(=O)c2cc(OC)c(OC)cc12)c1ccccc1C	9	8	1.3	-1	i	-5	-4	-9	3	1
CC(C(Sc1ccccc1N)c1ccccc1)[N+](=O)[O-] (stereo not given)	9	5	-0.6	4	i	-6	0	-2	-4	0
COC(=O)C1=C(C)N(C)C(C)=C(C(=O)OC)C1c1ccsc1	9	-12	0.0	2	i	3	-1	5	1	1
CCn1c(SCC(=O)Nc2nc(-c3ccc(C)cc3)cs2)nnc1-c1ccccc1	2	-4	3.4	-3	i	-2	14	5	-11	3
COCCCNC1=C(C#N)C(=O)NC(c2cccs2)S1 (stereo not given)	0	-3	-1.8	2	i	-2	-5	.	-2	4
CC(C)(C)OC(=O)NCCCC[C@H](NC(=O)[C@H](Cc1c[nH]c2ccccc12)NC(=O)OCc1ccccc1)C(=O)O	-5	-4	-0.3	2	i	-5	1	-4	-1	-1
Cc1ccccc1C(=O)Nc1ccnn1C1CCN(C(=O)c2cnsn2)CC1	3	-21	-0.7	2	i	4	2	1	1	0
CCOC(=O)C1=C(C)Nc2sc(C(=O)c3ccc(C)cc3)c(N)c2C1c1ccc(C(=O)OC)cc1 (stereo not given)	-12	11	2.9	-4	+	-10	24	-9	-14	1
COc1ccccc1CN1CC(C(=O)N2CCCCO2)CCC1=O (stereo not given)	3	14	-1.3	2	i	1	-5	-8	4	-1
COc1ccc(OC)c(C2CC(=O)N3CN(c4ccccc4)CSC3=C2C#N)c1 (stereo not given)	2	11	1.3	3	i	0	9	-5	-18	-1
Cc1cccnc1NC(=O)c1ccccc1-c1ccccc1C(=O)Nc1ncccc1C	2	-13	-0.9	-2	i	0	-2	-12	1	4

In the list so far, these contain a thiophene ring, fused or not:
SMILES	CendR NRP1 mod	SKN-1 block	LMPTP block	SUMO1 PPI mod	Rpn11 inh	MT1-MMP act inh	NadD inh	Scp-1 inhibitor	DNMT1 block	STEP inh
COC(=O)C1=C(C)N(C)C(C)=C(C(=O)OC)C1c1ccsc1	9	-12	0.0	2	i	3	-1	5	1	1
COCCCNC1=C(C#N)C(=O)NC(c2cccs2)S1 (stereo not given)	0	-3	-1.8	2	i	-2	-5	.	-2	4
CCOC(=O)C1=C(C)Nc2sc(C(=O)c3ccc(C)cc3)c(N)c2C1c1ccc(C(=O)OC)cc1 (stereo not given)	-12	11	2.9	-4	+	-10	24	-9	-14	1

3 compounds drawn at random from those above, as already listed:
SMILES	CendR NRP1 mod	SKN-1 block	LMPTP block	SUMO1 PPI mod	Rpn11 inh	MT1-MMP act inh	NadD inh	Scp-1 inhibitor	DNMT1 block	STEP inh
COc1ccc(C(=O)N=c2sc3ccccc3n2C)cc1OC	-20	-1	0.9	0	i	3	2	2	-7	2
CCOc1ccc(NS(=O)(=O)c2cc(C(=O)NCCCN3CCOCC3)ccc2C)cc1	4	13	-8.6	-127	i	1	4	-11	-18	0
O=C(Nc1nccs1)c1cccc(NC(=O)C2CC2)c1	-9	-3	-0.3	1	i	3	-2	-5	0	0
